ZTA DNA inh: ZTA (EBV) inhibition in EBNA-1 counter-screen | inhibition, % at 11 µM | P03206 | AID 2234 | 320,000 tested, 0.15% active | ZTA-DNA binding, fluorescence polarization; in the data active = inhibition above about 33%
Target sequence (P03206 whole entry, looked up): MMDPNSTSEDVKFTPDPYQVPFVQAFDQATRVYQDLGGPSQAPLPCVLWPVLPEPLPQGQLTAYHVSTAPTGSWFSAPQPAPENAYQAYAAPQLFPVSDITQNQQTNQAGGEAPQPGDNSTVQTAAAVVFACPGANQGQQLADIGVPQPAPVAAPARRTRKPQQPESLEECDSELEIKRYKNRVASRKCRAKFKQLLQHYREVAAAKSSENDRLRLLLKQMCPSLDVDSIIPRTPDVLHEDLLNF
pPAFAH inh: pPAFAH enzyme inhibitors, primary screen, biochemical, fluorescence polarization, human | recombinant pPAFAH, FP-rhodamine probe fluorescence polarization | Platelet-activating factor acetylhydrolase (Homo sapiens), Q13093 | 330,000 tested, 1.5% active | inhibition, % at 3.39 µM;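 active = inhibition above the mean inhibition across the screen plus 3 SD, cut at about 25% in these data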;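 also: inhibitors block binding of the rhodamine activity-based probe so polarization drops; 0% = enzyme with DMSO and 100% = wells lacking pPAFAH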
PAFAH1B3 inh: PAFAH1B3 enzyme inhibitors, primary screen, biochemical, fluorescence polarization, human; 340,000 tested, 0.28% active; recombinant PAFAH1B3, FP-rhodamine probe; AID 492972, 2010; inhibition, % at 3.39 µM;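 active = inhibition above the screen-wide average of all tested compounds plus 3 SD, cut at about 25% in these data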;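 also: 0% = enzyme with DMSO only and 100% = wells lacking PAFAH1B3 protein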
Target sequence (Q15102 whole entry, looked up): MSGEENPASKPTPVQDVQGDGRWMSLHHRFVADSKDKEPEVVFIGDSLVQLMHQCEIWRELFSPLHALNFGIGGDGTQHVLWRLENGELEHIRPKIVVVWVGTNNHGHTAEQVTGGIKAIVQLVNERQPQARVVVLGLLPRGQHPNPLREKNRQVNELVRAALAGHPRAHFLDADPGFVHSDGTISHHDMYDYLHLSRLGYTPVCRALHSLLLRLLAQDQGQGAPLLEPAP
LYPLA1 counter: LYPLA1 inhibitors, primary screen, counter-screen for PME1 inhibitor project, biochemical, fluorescence polarization, FP-Rh probe ABPP | AID 2174, 2009 | inhibition, % at 5.9 µM | recombinant LYPLA1 | 320,000 tested, 0.16% active | Acyl-protein thioesterase 1 (Homo sapiens), O75608;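 active = inhibition above the mean of all tested compounds plus 3 SD, set per campaign, cut at about 14% in these data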;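 also: inhibitors block serine hydrolase probe labeling of LYPLA1 so polarization falls; 0% = enzyme with DMSO and 100% = wells lacking LYPLA1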
Target sequence (O75608 whole entry, looked up): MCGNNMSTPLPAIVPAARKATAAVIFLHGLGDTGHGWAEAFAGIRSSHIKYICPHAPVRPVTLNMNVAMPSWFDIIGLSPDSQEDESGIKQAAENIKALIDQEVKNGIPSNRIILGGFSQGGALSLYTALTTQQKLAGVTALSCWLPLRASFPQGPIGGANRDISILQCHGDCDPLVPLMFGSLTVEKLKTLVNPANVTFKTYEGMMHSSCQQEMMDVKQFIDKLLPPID
LYPLA2 counter: LYPLA2 inhibitors, primary screen, counter-screen for PME1 inhibitor project, biochemical, fluorescence polarization, FP-Rh probe ABPP; recombinant LYPLA2; inhibition, % at 5.9 µM; 320,000 tested, 0.38% active; AID 2177, 2009;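 active = inhibition above the screen-wide mean plus 3 SD, limit set per campaign, cut at about 26% in these data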;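 also: 0% = LYPLA2 with DMSO and 100% = wells lacking LYPLA2 enzyme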
Target sequence (O95372 whole entry, looked up): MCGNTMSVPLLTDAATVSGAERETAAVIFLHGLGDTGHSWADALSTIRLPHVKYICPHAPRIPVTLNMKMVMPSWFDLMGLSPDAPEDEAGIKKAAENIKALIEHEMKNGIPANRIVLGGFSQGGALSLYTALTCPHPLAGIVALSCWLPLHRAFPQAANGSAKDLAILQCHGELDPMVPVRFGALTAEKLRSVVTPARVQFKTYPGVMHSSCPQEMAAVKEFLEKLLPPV
PAFAH2 FP inh: PAFAH2 enzyme inhibitors, primary screen, biochemical, fluorescence polarization, human | inhibition, % at 3.39 µM | 340,000 tested, 0.99% active | recombinant PAFAH2, FP-rhodamine activity probe;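 active = inhibition above the mean over all tested compounds plus 3 SD, cut at about 30% in these data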;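 also: inhibitors block probe labeling of enzyme so polarization drops; 0% = enzyme with DMSO and 100% = wells lacking PAFAH2 protein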
EBNA-1 inh: EBNA-1 DNA-binding inhibitors, primary screen, biochemical, fluorescence polarization. inhibition, % at 14.8 µM. 300,000 tested, 0.34% active. AID 1950, 2009; in the data active = inhibition above about 28%
PAFAH1B2 FP inh: PAFAH1B2 enzyme inhibitors, primary screen, biochemical, fluorescence polarization, human | AID 492953, 2010 | 340,000 tested, 1.2% active | inhibition, % at 3.39 µM | Platelet-activating factor acetylhydrolase IB subunit alpha2 (Homo sapiens), P68402 | recombinant PAFAH1B2, FP-rhodamine activity probe;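 active = inhibition above the mean of all tested compounds plus 3 SD, cut at about 24% in these data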;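 also: 0% = enzyme with DMSO and 100% = wells lacking PAFAH1B2; many of its hits are not listed in these tables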
PREPL inhibitor: PREPL enzyme inhibitors, primary screen, biochemical, fluorescence polarization | recombinant PREPL, fluorescence polarization activity-based probe | Prolyl endopeptidase-like (Homo sapiens), Q4J6C6 | AID 2751, 2010 | inhibition, % at 5.96 µM | 320,000 tested, 0.68% active; in the data active = inhibition above about 43%;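 also: 0% = enzyme with DMSO and 100% = wells lacking enzyme; many of its hits are not listed in these tables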
* marks the source's active call; other numbers are inactive results. These rows are one share of the data. The share of hits here may be higher or lower than overall.

Screening CCOCCCNC(=O)c1ccc(NC(=O)C2CCCO2)cc1 (stereo unspecified) returned ZTA DNA inh -10.1, pPAFAH inh -9.8, PAFAH1B3 inh 3.4, LYPLA1 counter -4.3, LYPLA2 counter -5.0, PAFAH2 FP inh -2.7, EBNA-1 inh -4.3, PAFAH1B2 FP inh -2.3 and PREPL inhibitor 13.0.
For COc1ccc(NC(=O)CN(C)C(=O)C(C)N2C(=O)c3ccccc3C2=O)cc1 (stereo unspecified) the results were ZTA DNA inh 0.3, pPAFAH inh 4.3, PAFAH1B3 inh -3.5, LYPLA1 counter -2.7, LYPLA2 counter -1.0, PAFAH2 FP inh -3.1, EBNA-1 inh -9.2, PAFAH1B2 FP inh 1.0 and PREPL inhibitor -2.4.
For Cc1cccc(-c2noc(CCc3ccccc3)n2)c1 the results were ZTA DNA inh 0.7, pPAFAH inh -1.0, PAFAH1B3 inh 4.6, LYPLA1 counter 0.6, LYPLA2 counter 0.8, PAFAH2 FP inh 7.2, EBNA-1 inh -4.2, PAFAH1B2 FP inh 8.4 and PREPL inhibitor -9.3.
For COc1ccc(N2CCN(c3nc4ccccn4c(=O)c3/C=C(\C#N)S(=O)(=O)c3ccccc3)CC2)cc1 the results were ZTA DNA inh 16.0, pPAFAH inh 3.2, PAFAH1B3 inh 14.0, LYPLA1 counter -0.3, LYPLA2 counter 2.5, PAFAH2 FP inh 3.9, EBNA-1 inh -5.2, PAFAH1B2 FP inh -0.7 and PREPL inhibitor 35.2.
For CC(OC(=O)CN(C)S(=O)(=O)c1ccc(Cl)cc1)C(=O)Nc1cccc(Cl)c1 (stereo unspecified) the results were ZTA DNA inh 7.7, pPAFAH inh 3.7, PAFAH1B3 inh 2.1, LYPLA1 counter -1.9, LYPLA2 counter -6.7, PAFAH2 FP inh 0.5, EBNA-1 inh -3.7, PAFAH1B2 FP inh 13.6 and PREPL inhibitor -9.9.
O=C(CCn1nnc2ccccc21)NNC(=O)C1CCCCC1 was read as ZTA DNA inh 16.7, pPAFAH inh 25.4*, PAFAH1B3 inh 3.6, LYPLA1 counter 1.7, LYPLA2 counter 4.2, PAFAH2 FP inh -1.2, EBNA-1 inh 4.4, PAFAH1B2 FP inh 0.9 and PREPL inhibitor -2.0.
For C=CCn1c(=N)c(S(=O)(=O)c2ccc(C)c(C)c2)cc2c(=O)n3ccccc3nc21 the results were ZTA DNA inh -1.1, pPAFAH inh 1.6, PAFAH1B3 inh 0.7, LYPLA1 counter -3.8, LYPLA2 counter 1.1, PAFAH2 FP inh 6.6, EBNA-1 inh -4.3, PAFAH1B2 FP inh 4.5 and PREPL inhibitor -7.7.
`COC(=O)c1cc(NC(=O)CCc2c(C)nc3ncnn3c2C)cc(C(=O)OC)c1` gave ZTA DNA inh -9.1, pPAFAH inh 1.8, PAFAH1B3 inh 3.0, LYPLA1 counter 0.8, LYPLA2 counter 0.8, PAFAH2 FP inh -6.6, EBNA-1 inh 1.9, PAFAH1B2 FP inh 1.2 and PREPL inhibitor 9.6.
For Cc1ncc(CN2CCCC(C(=O)Nc3ccc(-c4cccc(F)c4)cc3)C2)cn1 (stereo unspecified) the results were ZTA DNA inh 12.7, pPAFAH inh 10.0, PAFAH1B3 inh 2.4, LYPLA1 counter -5.8, LYPLA2 counter 2.5, PAFAH2 FP inh 5.0, EBNA-1 inh 8.5, PAFAH1B2 FP inh -2.8 and PREPL inhibitor 19.1.
For CCN(CC)S(=O)(=O)c1ccc(Cl)c(C(=O)Nc2nncs2)c1 the results were ZTA DNA inh 14.0, pPAFAH inh -0.4, PAFAH1B3 inh 3.4, LYPLA1 counter 2.6, LYPLA2 counter 1.6, PAFAH2 FP inh 6.0, EBNA-1 inh 7.7, PAFAH1B2 FP inh 1.8 and PREPL inhibitor 6.4.
Screening C/C(=N\NC(=O)c1cccc(S(=O)(=O)Nc2ccccc2Cl)c1)c1ccco1 returned ZTA DNA inh 1.6, pPAFAH inh 18.8, PAFAH1B3 inh 3.8, LYPLA1 counter 0.8, LYPLA2 counter -3.7, PAFAH2 FP inh 9.1, EBNA-1 inh 6.1, PAFAH1B2 FP inh 1.8 and PREPL inhibitor 6.2.
For CC(C)c1ccc(NC(=S)NCCc2c[nH]c3ccccc23)cc1 the results were ZTA DNA inh 5.0, pPAFAH inh 11.8, PAFAH1B3 inh 10.6, LYPLA1 counter -2.0, LYPLA2 counter 14.7, PAFAH2 FP inh -0.1, EBNA-1 inh 16.3, PAFAH1B2 FP inh 9.5 and PREPL inhibitor 6.2.
`COc1ccc(S(=O)(=O)n2nc(C)c(S(=O)(=O)N3CCOCC3)c2C)cc1OC` gave ZTA DNA inh 3.0, pPAFAH inh -2.3, LYPLA1 counter 0.9, LYPLA2 counter -3.4, EBNA-1 inh 0.7 and PREPL inhibitor -9.5.
For Cc1ccc(-c2c(C(=O)N/N=C/c3ccc(OC(C)C)cc3)nnn2-c2nonc2N)cc1 the results were ZTA DNA inh -12.3, pPAFAH inh 4.3, PAFAH1B3 inh -2.4, LYPLA1 counter -10.3, LYPLA2 counter -30.2, PAFAH2 FP inh -15.4, EBNA-1 inh -11.9, PAFAH1B2 FP inh -6.2 and PREPL inhibitor -2.3.
Screening CC1=C(C(=O)OCC(C)C)C(c2ccsc2)C2=C(CCCC2=O)N1 (stereo unspecified) returned ZTA DNA inh -4.6, pPAFAH inh 0.2, PAFAH1B3 inh -9.0, LYPLA1 counter -2.0, LYPLA2 counter 1.2, PAFAH2 FP inh -3.5, EBNA-1 inh -1.7, PAFAH1B2 FP inh -1.3 and PREPL inhibitor -1.3.
`Cc1nnc(-c2cccc(Br)c2)c2cn(-c3ccccc3)nc12` gave ZTA DNA inh -15.8, pPAFAH inh 24.6*, PAFAH1B3 inh 7.1, LYPLA1 counter -0.2, LYPLA2 counter -0.3, PAFAH2 FP inh -6.0, EBNA-1 inh 6.3, PAFAH1B2 FP inh 6.1 and PREPL inhibitor -0.4.
O=C(Nc1ncccc1O)c1cccc(S(=O)(=O)N2CCCC2)c1 was read as ZTA DNA inh 3.9, pPAFAH inh 3.6, PAFAH1B3 inh -2.6, LYPLA1 counter -2.4, LYPLA2 counter 0.7, PAFAH2 FP inh 6.7, EBNA-1 inh -4.3, PAFAH1B2 FP inh 20.9 and PREPL inhibitor 2.9.
For CCCC(=O)N(CCN(Cc1ccccc1)C(=O)CCC)Cc1ccccc1 the results were ZTA DNA inh -0.3, pPAFAH inh 1.0, PAFAH1B3 inh 1.4, LYPLA1 counter -4.1, LYPLA2 counter -8.0, PAFAH2 FP inh -4.3, EBNA-1 inh 2.4, PAFAH1B2 FP inh 3.6 and PREPL inhibitor 14.0.
Cc1ccc2nc3c(c(Nc4cccc(O)c4)c2c1)CCC3 was read as ZTA DNA inh -6.0, pPAFAH inh 8.5, PAFAH1B3 inh 10.7, LYPLA1 counter 0.3, LYPLA2 counter -6.9, PAFAH2 FP inh 4.9, EBNA-1 inh -9.2, PAFAH1B2 FP inh 6.9 and PREPL inhibitor -4.8.
For O=C(Nc1cccc(NC(=O)c2cccs2)c1)c1ccc2c(c1)OCCO2 the results were ZTA DNA inh -1.4, pPAFAH inh -1.1, PAFAH1B3 inh -4.9, LYPLA1 counter -10.4, LYPLA2 counter -14.4, PAFAH2 FP inh 0.4, EBNA-1 inh 7.4, PAFAH1B2 FP inh -1.7 and PREPL inhibitor -11.3.
CCOC(=O)N1CCC(N2C(=O)c3ccc(C(=O)O)cc3C2=O)CC1 was read as ZTA DNA inh -21.7, pPAFAH inh 5.4, PAFAH1B3 inh 0.5, LYPLA1 counter 5.2, LYPLA2 counter 7.2, PAFAH2 FP inh -1.4, EBNA-1 inh 1.2, PAFAH1B2 FP inh -1.5 and PREPL inhibitor 14.3.
CCOC(=O)CNc1nc(C#N)nc(N2CCOCC2)n1 was read as ZTA DNA inh -15.6, pPAFAH inh 1.0, PAFAH1B3 inh -0.6, LYPLA1 counter -1.1, LYPLA2 counter -4.9, PAFAH2 FP inh 1.1, EBNA-1 inh -0.2, PAFAH1B2 FP inh -1.7 and PREPL inhibitor -5.4.
CN(C)c1ccccc1C(=O)N1CCCC(C(=O)c2ccc3ccccc3c2)C1 (stereo unspecified) was read as ZTA DNA inh -11.6, pPAFAH inh 6.3, PAFAH1B3 inh 3.6, LYPLA1 counter 0.8, LYPLA2 counter 6.4, PAFAH2 FP inh -2.5, EBNA-1 inh -0.5, PAFAH1B2 FP inh -4.4 and PREPL inhibitor 41.2.
For CCOc1ccc(C2C(C(=O)c3ccco3)=C(O)C(=O)N2Cc2cccnc2)cc1 (stereo unspecified) the results were ZTA DNA inh 0.3, pPAFAH inh 0.9, PAFAH1B3 inh 5.8, LYPLA1 counter 1.4, LYPLA2 counter -3.3, PAFAH2 FP inh 5.3, EBNA-1 inh 6.2, PAFAH1B2 FP inh -2.1 and PREPL inhibitor -8.3.
Cc1nn(-c2ccccc2)c(Cl)c1/C=C/C(=O)c1ccccc1 was read as ZTA DNA inh 13.3, pPAFAH inh 5.9, PAFAH1B3 inh -7.2, LYPLA1 counter -4.2, LYPLA2 counter -0.4, PAFAH2 FP inh -0.6, EBNA-1 inh 8.4, PAFAH1B2 FP inh -5.3 and PREPL inhibitor 5.6.
COc1cccc(CCNC(=O)CC2C(=O)NCCN2Cc2ccc(Cl)c(F)c2)c1 (stereo unspecified) was read as ZTA DNA inh 3.5, pPAFAH inh 2.5, PAFAH1B3 inh 1.2, LYPLA1 counter -5.8, LYPLA2 counter -6.3, PAFAH2 FP inh -4.9, EBNA-1 inh -1.4, PAFAH1B2 FP inh -4.4 and PREPL inhibitor 5.3.
`CCOC(=O)c1sc(-c2ccc(F)cc2)cc1N` gave ZTA DNA inh 4.4, pPAFAH inh 18.0, PAFAH1B3 inh 9.0, LYPLA1 counter -1.2, LYPLA2 counter 10.6, PAFAH2 FP inh 10.4, EBNA-1 inh -3.3, PAFAH1B2 FP inh 6.7 and PREPL inhibitor 33.9.
Screening CC(C)NC(=O)N(C)C[C@H]1Oc2ccc(NS(=O)(=O)c3cccs3)cc2C(=O)N([C@H](C)CO)C[C@@H]1C returned pPAFAH inh -7.0, PAFAH1B3 inh 11.8, PAFAH2 FP inh 0.8, PAFAH1B2 FP inh 7.2 and PREPL inhibitor 9.0.
Screening CC(=O)CCc1ccc2oc(C(=O)O)c(C)c2c1 returned ZTA DNA inh 7.3, pPAFAH inh 0.2, PAFAH1B3 inh 3.1, LYPLA1 counter 0.3, LYPLA2 counter 1.3, PAFAH2 FP inh 1.3, EBNA-1 inh 2.9, PAFAH1B2 FP inh 1.2 and PREPL inhibitor -11.7.
CNC(=O)CC1C(=O)N(c2ccc(F)cc2)C(=S)N1NC(=O)c1ccc(Br)cc1 (stereo unspecified) was read as ZTA DNA inh 4.4, pPAFAH inh 2.0, PAFAH1B3 inh 0.4, LYPLA1 counter 2.3, LYPLA2 counter -1.8, PAFAH2 FP inh -6.7, EBNA-1 inh 7.7, PAFAH1B2 FP inh -1.6 and PREPL inhibitor -3.9.
